RmlC RmlD mix: RmlC and RmlD coupled enzyme inhibitors, primary screen, biochemical, 384-well, compound mixtures, retest. 0.39% of 110,000 active. inhibition, % at 5.5 µM. RmlC/RmlD coupled enzyme inhibition, 384-well mixture HTS; in the data active means inhibition above about 30%, passing the limit was not always enough; further: strong numbers were not always called active
RT RNaseH block: HIV-1 RT RNase H inhibitors, primary screen, biochemical, fluorescence. Gag-Pol polyprotein (Human immunodeficiency virus type 1 group M subtype B (isolate …. RT-RNase H RNA/DNA duplex cleavage. inhibition, % at 10 µM. 1.9% of 65,000 active. AID 565, 2006; in the data active means inhibition above about 50%
* marks the source's active call; other numbers are inactive results; i = inactive; x = no result given; & = joins results of further samples.

SMILES	RmlC RmlD mix	RT RNaseH block
O=C(CSc1nc2ccccc2c(=O)n1-c1ccccc1)N1CCN(CCO)CC1	-3	-3
CCN(CC)CCNc1nc(-c2ccccc2)c2c(c1C#N)CC(C)(C)OC2	-9	x
CN1C(=O)/C(=C2\SC(=S)N(C(CCC(=O)O)C(=O)O)C2=O)c2ccccc21 (stereo not given)	-7	17
CSCC[C@H](NC(=O)OC(C)(C)C)c1nnc(SCC(=O)Nc2c(C)cccc2C)o1	11	-3
Cc1c(C(=O)O)nn(-c2ccccc2)c(=O)c1C#N	-6	-2
CCOc1ccc(Cl)cc1S(=O)(=O)n1cnc2cc(C)c(C)cc21	156	x
O=S(=O)(Nc1cccc(-c2nc3cccnc3s2)c1)c1ccc2c(c1)CCCC2	9	x
COc1cc2c(cc1OC)C(c1ccc(-c3ccc(Cl)c(Cl)c3)o1)=NCC2	11	x
COC(=O)c1nn(C23CC4CC(CC(C4)C2)C3)c2c1C(=O)N(c1ccc(Br)cc1)C2=O	-5	x
CC1(C)O[C@@H]2C[C@H]3[C@@H]4CCC5=CC(=O)C=C[C@]5(C)[C@@]4(F)[C@@H](O)C[C@]3(C)[C@]2(C(=O)CO)O1	-11	-1
Cc1cc(=O)[nH]c(COc2ccccc2)n1	4	-6
c1ccc(Cn2nnc3c(N4CCc5ccccc54)ncnc32)cc1	-5	24
CCOC(=O)c1c(C)c(C(=O)NCc2ccccn2)c(C)n1C	9	-8
Cc1ccc(CNC(=O)C2CCCN(S(=O)(=O)c3cccnc3)C2)cc1 (stereo not given)	10	-13
O=C(c1ccco1)N1CCN(S(=O)(=O)c2ccc(Br)s2)CC1	11	-15
CCCCN(CCCC)c1cc(C)nc(-c2ccccc2O)n1	-70	x
O=C(CCNS(=O)(=O)c1cccs1)Nc1ccccc1F	-7	-9
COCCNCCOCCOc1cccc(OC)c1	-8	-4
COCc1cc(=O)n2[nH]c(SCc3ccccc3)nc2n1	-6	x
COCCNC(=O)C(c1ccc(C)o1)N(Cc1ccccc1)C(=O)Cn1nnc2ccccc21 (stereo not given)	-14	5
Cc1cc(=O)c2cc(Cl)ccc2[nH]1	x	-34
COc1ccc(CNc2nc(SCC(=O)NCc3ccco3)nc3ccccc23)cc1	-12	-6
N#Cc1cn(CCOc2ccccc2F)c2ccccc12	6	-58
O=C(CSCc1cnn(-c2ccccc2)c1-n1cccc1)NCCN1CCOCC1	5	-17
Cc1ccc(NC(=O)c2cc(Cl)nc3ccccc23)cc1	-12	x
Cc1cc(OCC(=O)O/N=C(\N)c2ccccc2)cc(C)c1Cl	-11	x
Cc1cc(C)n(Cc2ccc(Cl)cc2Cl)c(=O)c1S(=O)(=O)c1ccccc1	-9	x
CCN(CC)c1ccc(SS(=O)(=O)O)cc1	-6&-6	x
COC(=O)c1ccc(CN2[C@H](C(=O)OC)C[C@@]3(O)[C@@H](O)[C@@H](O)[C@@H](O)C[C@@H]23)cc1	13	x
CC(=O)Nc1ccc(S(=O)(=O)/N=C2\SCCN2S(=O)(=O)c2ccc(NC(C)=O)cc2)cc1	x	-12
CCC1=C(OC(=O)N(CC)CC)N2C(=O)OC(=NCC3CC3)[C@]2(Cc2ccccc2)[C@H]2C1=CC[C@H]1C(=O)N(CC)C(=O)[C@H]12	10	x
COC(=O)c1ccccc1NC(=O)Cn1cnc2ccc(S(=O)(=O)N3CCC(C)CC3)cc2c1=O	-14	-12
Cc1ccc2nc(NC(=O)C3CCCN(S(=O)(=O)c4cccc5nonc45)C3)sc2c1 (stereo not given)	x	17
CC(C)(C)OC(=O)CNC(=O)c1nc[nH]c1C(=O)NCC(=O)OC(C)(C)C	12	x
Cc1cc(C)nc(SC(C)C(=O)O)n1 (stereo not given)	7	1
CC(CS(=O)(=O)c1cccc2cccnc12)N1CCCCC1 (stereo not given)	i	-2
Cc1ccc(S(=O)(=O)N(CC(=O)N/N=C/c2cccc(C)c2)c2cccc3cccnc23)cc1	-12	x
CCOC(=O)c1ccc(NC(=O)CCc2nc(-c3ccccc3)no2)cc1	-6	10
Cn1ncc(Br)c1C(=O)Nc1ccc(F)cc1F	-3	x
CCCC(C)NC(=O)c1nc(-c2ccccc2)n(-c2ccccc2)n1 (stereo not given)	-20	x
O=C(O)C1Cc2ccccc2CN1C(=O)c1ccccc1 (stereo not given)	-10	-3
Cc1ccc(C(c2sc3nc(C)nn3c2O)N2CCN(c3ccc(F)cc3)CC2)cc1 (stereo not given)	-6	-20
CC(C)(C)c1sc(N)nc1-c1ccccc1	-8	x
Nc1c(C(=O)c2ccccc2)oc2ccc(Br)cc12	-4	-12
COc1cc(-c2nnc3sc(-c4ccccn4)nn23)cc(OC)c1OC	x	9
O=C(O)CC(NCc1ccco1)C(=O)OCCc1ccccc1 (stereo not given)	15	2
CC(=O)c1ccc(NC(=O)CSC(C)C)cc1	3	-4
CCCCn1nnnc1SCC(=O)Nc1ccc(C)cc1	-3	-35
CC(=O)OC(/C(O)=C(\C#N)c1nc2ccccc2[nH]1)c1ccccc1 (stereo not given)	-6	-4
COc1ccccc1C(=O)Nc1cc(Cl)ccc1O	-11	-11
CCCc1[nH]n(-c2ccc([N+](=O)[O-])cc2)c(=O)c1C=NCCc1c[nH]c2ccccc12	41	x
Cc1cc(OCC(O)CN2CCN(CCO)CC2)ccc1C(C)C (stereo not given)	-10	-6
CC1CCCC(C)N1C(=O)Cc1ccccc1 (stereo not given)	3	x
COc1ccccc1NC(=O)CSc1nc2nc(C)cc(C)c2c(=O)[nH]1	6	-13
CCCCN(C)CCCNC(=O)c1ccc(N2CCCC2=O)cc1	-11	-31
CCOC(=O)c1c(-c2ccccc2)csc1NC(=S)NC(=O)c1ccccc1	-6	x
COc1ccc(-c2nnc(SCCOc3cccc(C)c3)n2N)cc1	8	-19
CN(Cc1ccccc1)C(=O)Cn1cccc1C(=O)c1ccccc1	60	x
CCCCNC(=O)Nc1cc(C)on1	-10	x
Cc1noc(C)c1COC(=O)c1ccc(-c2nc3ccccc3s2)s1	-51	-6
Additional compounds:
SMILES	RmlC RmlD mix	RT RNaseH block
Cc1cc(C)cc(CSc2nnc(C)c(=O)[nH]2)c1	3	3
COCCNC(=O)C1CC(=O)N(C2CCCC2)C1 (stereo not given)	-14	-9
COc1ccc(N/C(C)=C2/C(=O)C(=O)N(CCO)C2c2ccc(Br)cc2)cc1 (stereo not given)	-26	0
COc1ccc(CCn2c(C)cc(C(=O)CSc3nnnn3-c3ccccc3)c2C)cc1OC	2	28
COC(=O)CSc1nnc([C@H](CC(C)C)NC(=O)OC(C)(C)C)o1	-19	-6
Cc1ccccc1-c1nc(S(=O)(=O)c2ccc(Br)cc2)c(NCc2cccnc2)o1	8	x
CCOC(=O)c1c(CN2CCOCC2)n(-c2ccccc2)c2cc(Br)c(O)cc12	4	x
CCN(CC)CCCNC(=O)c1c(O)c2c([nH]c1=O)CCCC2	7	-13
c1ccc(-c2cn3c4c(sc3n2)CCCC4)cc1	x	-17
CCc1ccc2c(CN3CCc4ccccc43)cc(=O)oc2c1	-11	-44
COC(=O)c1ccccc1NC(=O)CN1C(=O)CSC1=O	2	-3
Cc1nnc(Nc2ccc3c(c2)OCO3)c2ccccc12	16	-7
CNCc1cc2ccc(C)cc2[nH]c1=O	-8	12
c1cc(C(c2nnnn2C2CCCCC2)N2CCN3CCCC3C2)ccn1 (stereo not given)	-10	-8
Cc1nc2ncnn2c(C)c1CCC(=O)N1CCC2(CC1)OCCO2	5	0
O=C(O)c1ccc(S(=O)(=O)NC2CCCCC2)cc1	-6	-11
COc1cc(-c2nnc3sc(C4CCCCC4)nn23)cc(OC)c1OC	8	-22
COc1cc(=O)n(C)c2c(O)cccc12	-10	x
COc1ccc(Cl)cc1C(=O)CSc1nnnn1C1CCCCC1	3	x
c1ccc(-c2ccn3nnnc3n2)cc1	-13	x
N#CC12CCCCC1CC1CCCCC1(C#N)N2Cc1cccnc1 (stereo not given)	9	0
CCOc1ccc(-c2nnc(-c3snc(-c4ccc(F)cc4)c3N=CN(C)C)o2)cc1	-34	13
CCCCn1c(SCC(=O)c2cc(OC)ccc2OC)nc2cc(S(N)(=O)=O)ccc21	1	24
CC1CCCCC12NC(=O)N(CC(=O)Nc1ccc(S(=O)(=O)N3CCOCC3)cc1)C2=O (stereo not given)	-16	x
COc1ccc(NC(=O)c2ccc3c(c2)C(=O)N(Cc2cccnc2)C3=O)c(OC)c1	-58	-8
CCn1nc(NC(=O)c2ccccn2)c2cc3cc(C)ccc3nc21	-64	-4
CCn1c(CNc2ccc(C)cc2C)nnc1SCC(=O)N1CCCc2ccccc21	-6	0
COC(=O)c1scc(C)c1N/N=C(\C)c1cc(F)c(Cl)cc1F	6	x
O=C(Nc1ccccc1)N(Cc1ccccc1)CC(O)C(F)(F)F (stereo not given)	-17	x
O=C(CCCSc1nc2ccccc2[nH]1)NC1=NCCS1	6	4
CC(Sc1nc2ccccc2c(=O)n1Cc1ccco1)C(=O)c1ccccc1 (stereo not given)	-6	-37
CC(=O)N(O)CCCCCNC(=O)CCC(=O)N(O)CCCCCNC(=O)CCC(=O)N(O)CCCCCN	-12	x
CCCCCc1c(C)nc(N2CCOCC2)[nH]c1=O	9	0
Cc1cccc2cc(COC(=O)c3ccccc3)c(=O)[nH]c12	-4	4
O=S(=O)(c1ccc(Cl)cc1)c1cnc(-c2cccnc2)nc1-c1ccccc1	12	x
COc1ccc(-c2nc3ccccc3n2CCC(C)C)cc1OC	-12	x
CCCc1[nH]nc2c1C1(CCN(C(=O)OCc3ccccc3)CC1)C(C#N)=C(N)O2	4	-3
Cc1ccc(N(C)S(=O)(=O)c2cccc(C(=O)NC3=NCCS3)c2)cc1	-14	x
Cc1cc(C)n(-c2nc3ccccc3c(=O)n2OCC(N)=O)n1	-7	x
Cc1cc(C)c(C#N)c(SC(F)F)n1	-17	x
COc1nc(C)nc2c1sc1nc3c(cc12)COC(C)(C)C3	4	x
COc1cc(NS(=O)(=O)c2ccc(Br)s2)cc(OC)c1	-4	-17
CCC(c1nnnn1CCOC)N(Cc1cc2cc(C)c(C)cc2[nH]c1=O)CC1CCCO1 (stereo not given)	-99	x
CCOc1ccccc1N1CCN(C(=O)c2cc3c(s2)CCC3)CC1	14	-41
O=C(OCCN1C(=O)c2ccccc2C1=O)c1cc(=O)[nH]c2ccccc12	5	-63
Cc1nnc(SCC(=O)Nc2cccc(C(F)(F)F)c2)[nH]c1=O	4	-10
COc1ccc(Br)cc1C1NC(=O)NC(C)=C1C(=O)N(C)C (stereo not given)	6	x
CN1C[C@H](CNC(=O)OCc2ccccc2)C[C@@H]2c3cccc4c3c(cn4C)C[C@H]21	2	5
CCC1CCCCN1C(=O)c1cc(-c2ccc(Cl)c(Cl)c2)on1 (stereo not given)	-11	9
CCOc1ccc(NS(=O)(=O)c2ccc(N)cc2)cc1	3	x
COc1ccc(Cc2nnc(NC(=O)c3ccco3)s2)cc1OC	-2	5
CC(=O)CC1(O)C(=O)N(CN2CCN(c3ccccc3)CC2)c2ccccc21 (stereo not given)	10	2
CCN(CC)C(=O)CSc1nnc(-c2cc(OC)cc(OC)c2)o1	-6	-2
COc1cccc(-c2nc(NCC3CCCO3)c3ccccc3n2)c1O (stereo not given)	8	-5
COC(=O)C1=C(C)N2C(=O)CSC2=NC1c1ccc2c(c1)OCO2 (stereo not given)	-11	-19
COc1cc(C)nc(Oc2ccc(OCc3ccccc3)nn2)n1	-15	19
COc1ccc(CCNC(=O)COc2ccc(S(=O)(=O)NC(C)C)cc2Cl)cc1OC	-14	x
Cc1ccc2[nH]c(=O)c(COC(=O)C3CCCO3)cc2c1 (stereo not given)	-15	-9

Entries shown so far containing an aryl thioether with sulfur outside any ring:
SMILES	RmlC RmlD mix	RT RNaseH block
O=C(CSc1nc2ccccc2c(=O)n1-c1ccccc1)N1CCN(CCO)CC1	-3	-3
CSCC[C@H](NC(=O)OC(C)(C)C)c1nnc(SCC(=O)Nc2c(C)cccc2C)o1	11	-3
COCc1cc(=O)n2[nH]c(SCc3ccccc3)nc2n1	-6	x
COc1ccc(CNc2nc(SCC(=O)NCc3ccco3)nc3ccccc23)cc1	-12	-6
Cc1cc(C)nc(SC(C)C(=O)O)n1 (stereo not given)	7	1
CCCCn1nnnc1SCC(=O)Nc1ccc(C)cc1	-3	-35
COc1ccccc1NC(=O)CSc1nc2nc(C)cc(C)c2c(=O)[nH]1	6	-13
COc1ccc(-c2nnc(SCCOc3cccc(C)c3)n2N)cc1	8	-19
Cc1cc(C)cc(CSc2nnc(C)c(=O)[nH]2)c1	3	3
COc1ccc(CCn2c(C)cc(C(=O)CSc3nnnn3-c3ccccc3)c2C)cc1OC	2	28
COC(=O)CSc1nnc([C@H](CC(C)C)NC(=O)OC(C)(C)C)o1	-19	-6
COc1ccc(Cl)cc1C(=O)CSc1nnnn1C1CCCCC1	3	x
CCCCn1c(SCC(=O)c2cc(OC)ccc2OC)nc2cc(S(N)(=O)=O)ccc21	1	24
CCn1c(CNc2ccc(C)cc2C)nnc1SCC(=O)N1CCCc2ccccc21	-6	0
O=C(CCCSc1nc2ccccc2[nH]1)NC1=NCCS1	6	4
CC(Sc1nc2ccccc2c(=O)n1Cc1ccco1)C(=O)c1ccccc1 (stereo not given)	-6	-37
Cc1cc(C)c(C#N)c(SC(F)F)n1	-17	x
Cc1nnc(SCC(=O)Nc2cccc(C(F)(F)F)c2)[nH]c1=O	4	-10
CCN(CC)C(=O)CSc1nnc(-c2cc(OC)cc(OC)c2)o1	-6	-2

Bioassay records deposited in PubChem BioAssay by several laboratories.

Some of the compounds tested; the hit share may differ from the screen's.
